POLB inh – qHTS Assay for Inhibitors of DNA Polymerase Beta; Pol beta primer extension/strand displacement, fluorescence kinetic; 340,000 tested, 1.3% active; Potency, µM (titrated, usually from 114 µM), without a hit: top-dose activity change, negative = inhibition, most hits filed as inhibitors; AID 485314, 2010; P06746; also: % is scaled to controls: 0 for no effect and ±100 for the full control effect
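Preincubation: enzyme (10 nM) with compound, 15 min, RT. Reaction: substrate added to 50 nM final. Reads: 0 and 10 min. Analysis: normalized, Hill fit.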
Pol eta inh – qHTS for Inhibitors of Polymerase Eta | DNA polymerase eta (Homo sapiens), Q9Y253 | recombinant Pol eta, fluorescent DNA replication assay | Potency, µM (doses to about 114 µM), for inactives: at the top dose activity change, negative = inhibition, hits mostly inhibitors | 390,000 tested, 1.2% active | AID 588591, 2011; also: % is scaled to controls: 0 for no effect and ±100 for the full control effect
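Pol eta at 10 nM preincubated with compounds 15 min at room temperature; reaction started with fluorescent substrate (50 nM final) and read kinetically at 0 and 10 min.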
JMJD2A Tudor inh – qHTS Assay for Inhibitors of JMJD2A-Tudor Domain; AID 504339, 2011; AlphaScreen JMJD2A-Tudor / H3K4me3 peptide binding; Lysine-specific demethylase 4A (Homo sapiens), O75164; 390,000 tested, 4.4% active; Potency, µM (series often up to 114 µM), for inactives: at the highest dose activity change, negative = inhibition, usual class: inhibitors; also: % is scaled to controls: 0 for no effect and ±100 for the full control effect; nearly all actives have a fitted effect of over 50% in size
APEX1 inh – qHTS Assay for Inhibitors of the Human Apurinic/apyrimidinic Endonuclease 1 (APE1). DNA repair nuclease/redox regulator APEX1 (Homo sapiens), P27695. recombinant APE1, TAMRA/BHQ-2 abasic DNA cleavage fluorescence. Potency, µM (titrated, usually from 65.8 µM), for the others: at the top dose activity change, negative = inhibition, usual class: inhibitors. 350,000 tested, 0.35% active;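 also: plate controls were vehicle for no effect and reference inhibitor for full effect; nearly all actives have a fitted effect of over 55% in size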
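APE1 at 0.75 nM final was preincubated with compound 15 min at room temperature, then 50 nM double-stranded THF abasic-site substrate (5'-TAMRA/3'-BHQ-2) was added. Fluorescence (ex 525/em 598 nm) was read kinetically; third-minus-first read gave activity.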
Pol kappa inh – qHTS for Inhibitors of Polymerase Kappa; Potency, µM (doses to about 107 µM), without a hit: at the top dose activity, negative = inhibition, most hits filed as inhibitors; purified Pol kappa, fluorescent DNA synthesis assay, 10 min; DNA polymerase kappa (Homo sapiens), Q9UBT6; 400,000 tested, 0.53% active; also: % is scaled to controls: 0 for no effect and ±100 for the full control effect
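Here, compound and 10 nM enzyme are combined for 15 min at room temperature; adding 50 nM substrate (final) starts DNA synthesis, tracked by fluorescence at 0 and 10 min against buffer-only wells.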
BAZ2B inh – qHTS Assay for Inhibitors of BAZ2B; 360,000 tested, 4.4% active; Potency, µM (titrated, usually from 114 µM), for the others: at the highest dose activity change, negative = inhibition, most hits filed as inhibitors; AlphaScreen BAZ2B-H3K14Ac peptide displacement; also: % is scaled to controls: 0 for no effect and ±100 for the full control effect; nearly all actives have a fitted effect of over 60% in size
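Inhibition is scored as reduced AlphaScreen emission. The BAZ2B/b-H3(5-23)K14Ac complex (50 nM each) in PBS pH 7.4, 0.01% Tween-20 meets compound (up to 110 uM) for 30 min at RT before bead addition.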
BLM inh – qHTS Assay for Inhibitors of Bloom's syndrome helicase (BLM); RecQ-like DNA helicase BLM (Homo sapiens), P54132; recombinant BLM DNA unwinding, fluorescence dequenching; Potency, µM (series often up to 56.1 µM), for the others: top-dose activity change, negative = inhibition, actives largely listed as inhibitors; 350,000 tested, 0.2% active; AID 2528, 2010;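 also: plate controls were vehicle for no effect and no enzyme for full effect; nearly all actives have a fitted effect of over 35% in size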
Pol iota inh – qHTS for Inhibitors of Polymerase Iota. Potency, µM (series often up to 115 µM), without a hit: top-dose activity, negative = inhibition, usual class: inhibitors. 390,000 tested, 1% active. DNA polymerase iota (Homo sapiens), Q9UNA4. Pol iota fluorescent replication assay, 10 min
Target sequence (Q9UNA4 whole entry, looked up): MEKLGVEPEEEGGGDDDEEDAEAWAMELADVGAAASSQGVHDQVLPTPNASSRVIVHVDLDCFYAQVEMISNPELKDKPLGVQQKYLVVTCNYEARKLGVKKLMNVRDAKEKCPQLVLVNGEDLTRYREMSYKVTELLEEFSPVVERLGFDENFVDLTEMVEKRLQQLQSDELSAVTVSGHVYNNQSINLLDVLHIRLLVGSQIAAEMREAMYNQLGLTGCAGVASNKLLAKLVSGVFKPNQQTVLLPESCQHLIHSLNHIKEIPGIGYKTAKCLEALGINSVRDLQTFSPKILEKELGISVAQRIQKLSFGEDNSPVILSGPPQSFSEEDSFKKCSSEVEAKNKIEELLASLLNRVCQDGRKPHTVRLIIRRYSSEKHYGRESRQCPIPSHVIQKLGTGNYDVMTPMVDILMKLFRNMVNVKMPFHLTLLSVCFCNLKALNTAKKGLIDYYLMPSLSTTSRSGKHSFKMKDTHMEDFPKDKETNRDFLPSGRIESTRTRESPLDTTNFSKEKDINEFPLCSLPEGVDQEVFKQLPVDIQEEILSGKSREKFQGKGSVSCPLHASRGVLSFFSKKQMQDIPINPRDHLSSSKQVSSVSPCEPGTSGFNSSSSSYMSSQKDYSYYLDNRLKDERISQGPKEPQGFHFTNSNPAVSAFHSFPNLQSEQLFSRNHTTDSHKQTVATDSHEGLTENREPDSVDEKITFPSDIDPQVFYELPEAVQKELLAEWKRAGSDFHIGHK
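Pol iota at 10 nM preincubated 15 min with compounds at room temperature; reaction started with fluorescent substrate, 50 nM final. Fluorescence read kinetically at 0 and 10 min; buffer-only wells as negative control.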
G9a inh – qHTS Assay for Inhibitors of Histone Lysine Methyltransferase G9a | G9a H3K9 monomethylation, AlphaScreen, 2 h | 350,000 tested, 8.8% active | Potency, µM (titrated, usually from 102 µM), for the others: top-dose activity, negative = inhibition, actives largely listed as inhibitors | Histone-lysine N-methyltransferase EHMT2 (Homo sapiens), Q96KQ7 | AID 504332, 2011; also: % is scaled to controls: 0 for no effect and ±100 for the full control effect; nearly all actives have a fitted effect of over 75% in size
Target sequence (Q96KQ7 913-1193 limits assumed): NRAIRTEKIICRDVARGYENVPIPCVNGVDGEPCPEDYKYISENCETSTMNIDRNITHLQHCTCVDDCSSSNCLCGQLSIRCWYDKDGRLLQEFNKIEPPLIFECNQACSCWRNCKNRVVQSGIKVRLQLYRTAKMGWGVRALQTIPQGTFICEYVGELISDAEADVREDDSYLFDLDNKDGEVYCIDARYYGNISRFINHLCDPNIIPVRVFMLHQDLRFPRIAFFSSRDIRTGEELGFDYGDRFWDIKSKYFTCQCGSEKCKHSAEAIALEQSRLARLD
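Compounds were preincubated with 20 nM G9a for 15 min, after which biotinylated H3K9 peptide (500 nM) and SAM (20 uM) started a 2 h room-temperature reaction. Monomethylated product was quantified by antibody-based AlphaScreen chemiluminescence.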
An asterisk follows results filed as active; ? = inconclusive; . = not tested or not shown; & = joins results of further samples; [ ] = dose if it differs, or a comment. Calls follow the shape of the dose curve; as a rule, active = well fitted curve in the direction sought with a large enough effect; inconclusive = small, poorly fitted or top-dose-only effect, or another doubt; inactive = no such curve, though single readings can be large; an effect the other way counts as inactive or inconclusive. Potency is read from the fitted curve at half-maximal effect. An excerpt; the hit share may differ from the screen's.

SMILES | POLB inh | Pol eta inh | JMJD2A Tudor inh | APEX1 inh | Pol kappa inh | BAZ2B inh | BLM inh | Pol iota inh | G9a inh
CCCCN(C(=O)c1ccc(NC2CC2)c([N+](=O)[O-])c1)c1c(N)n(CCCC)c(=O)[nH]c1=O | . | -10.9% | -33.8% | -1.1% | -18.2% | -3.4% | . | 30.1%[activator] | -40.0%
CC(C)(C)Nc1nc(SCC(=O)Nc2ccccc2Cl)nc(N2CCOCC2)n1 | -1.2% | -15.8% | -19.9% | -6.8% | -19.7% | 79.4µM* | -6.9% | -9.9% | .
COc1cccc(CNC(=O)Cn2nc(C)c([N+](=O)[O-])c2C)c1 | 12.9% | -2.3% | -15.3% | 18.9% | -17.8% | 0.5% | -1.2% | 2.8% | -94.9%
Cc1cc2c(c3oc(=O)c4ccccc4c13)CN(Cc1ccc(F)cc1)CO2 | -18.0% | -1.8% | -21.2% | . | -2.5% | -9.6% | 73.9%[activator] | -12.8% | ?
CN(C1CCCC1)C1CCN(C(=O)CNC(=O)/C=C/c2ccc(F)cc2)CC1 | 5.5% | -17.6% | -4.2% | 2.4% | -3.6% | 28.2% | -13.4% | 208.2%[activator] | 0.5%[59 µM]
CC(C)(O)C#Cc1ccc(CN2CCN(CCc3ccccc3)C(CCO)C2)s1 (stereo not given) | -0.9% | 2.2% | -0.7% | 5.3% | 0.9% | -20.4% | 5.2% | 18.7% | 9.7%
O=C(COC(=O)c1cnccn1)Nc1ccc(Cl)cc1C(F)(F)F | . | -9.9% | -5.8% | 27.7% | -1.8% | -1.3% | . | -2.2% | -3.2%[0.501 µM]
COc1ccc(OC)c(NC(=O)C(NS(=O)(=O)c2ccc3c(c2)CCCC(=O)N3)C(C)C)c1 (stereo not given) | -0.2% | -16.0% | -27.6% | . | -18.9% | -36.2% | -3.3% | 61.7%[activator] | -7.6%[59 µM]
COc1cccc(CCNC(=O)c2cnc3sc(N4CCCC4)nn3c2=O)c1 | 37.0% | -7.9% | -9.8% | . | -4.2% | -1.6% | 1.7% | 25.2% | 6.1%[59 µM]
CCOC(=O)c1c(NC(=O)c2ccc(S(=O)(=O)N3CCCC(C)C3)cc2)sc2c1CCN(C(C)C)C2 (stereo not given) | -0.9% | -6.2% | -29.7% | . | -0.9%[60.1 µM] | 1.4% | 1.1% | 6.5% | 8.5%[59 µM]
O=C(NC1(C(F)(F)F)NC(=O)N(CCc2ccccc2)C1=O)c1ccccc1Cl (stereo not given) | 27.5% | -13.4% | -19.2% | . | -15.3% | 2.9% | -6.0% | -16.7% | 1.8%[59 µM]
Cc1ccc(CSc2nnc(C(F)(F)F)n2Cc2ccc(F)cc2)cc1 | 12.0% | -11.6% | 111.5%[activator] | -6.7% | -10.1% | 48.4%[activator] | -6.3% | 32.6%[activator] | 92.3%[activator]
CC(C)Sc1nnc(NC(=O)C2CC2)s1 | -18.8% | -14.1% | -13.8% | -8.2% | -4.8% | 9.8% | -4.7% | ? | -32.4%
CSc1ncccc1C(=O)Nc1cc(Cl)ccc1N1CCOCC1 | . | -8.9% | -12.8% | -16.8% | -22.8% | . | . | 5.3% | .
Cc1nn2c(C)c(C(=O)NCc3ccco3)cnc2c1-c1ccccc1 | 0.9% | -12.8% | -17.0% | . | 0.0% | -29.5% | -1.2% | -11.8% | -19.9%[59 µM]
CCCc1c(C)nc(N2CCN(c3cccc(OC)c3)CC2)[nH]c1=O | -3.5% | -18.8% | -21.5% | 5.7% | -1.8% | 8.5% | 5.6% | 28.8% | .
N#Cc1cc2ccc(N3CCOCC3)cc2cc1C#N | -27.6% | -4.8% | -6.5% | -5.4% | -7.2% | 2.4% | -22.1% | 42.6%[activator] | -28.4%[12.7 µM]
Cc1ccc(Cl)c2sc(NC(=O)CS(=O)(=O)c3ccc(Cl)cc3)nc12 | 5.7% | 10.1% | -17.9% | . | -11.9%[60.1 µM] | -11.5% | -4.2% | ? | -9.9%[59 µM]
COc1ccc(CN(C)C(=O)Cc2ccsc2)c(OC)c1OC | 8.6% | -2.1% | -17.1% | -10.0% | -19.2% | -7.1% | -0.4% | 32.1%[activator] | 19.8%
Nc1ncn(CC(=O)c2ccccc2)n1 | -2.0% | -4.5% | -7.6% | -0.3% | -9.5% | -7.2% | -7.9% | 9.8% | 13.5%[59 µM]
CC(NC(=O)c1c(O)nc2ccccn2c1=O)c1ccccc1 (stereo not given) | -16.8% | -17.7% | -17.8% | . | -14.9% | 7.8% | -3.8% | 10.7% | 14.0%[59 µM]
CCOC(=O)c1ccccc1NC(=O)C1CCN(c2ncnc3c2nc2n3CCCCC2)CC1 | -1.7% | -18.1% | -33.0% | . | -11.4% | -9.2% | -4.5% | 327.2%[activator] | -9.8%[59 µM]
COc1ccc(CCN(C)C2CCCN(S(=O)(=O)C(C)C)C2)cc1OC (stereo not given) | -0.7% | -4.8% | -1.6% | -5.2% | 10.7% | -11.9% | 2.9% | 23.9% | .
CCCCCOc1ccc(C(=O)CCC(=O)NNC(=O)c2ccncc2)cc1 | . | -13.5% | -9.0% | -10.6% | -4.1% | 4.4% | . | 4.3% | -9.7%

Look-ups from the list.
Value for O=C(COC(=O)c1cnccn1)Nc1ccc(Cl)cc1C(F)(F)F under APEX1 inh: 27.7%
Value for CC(C)(C)Nc1nc(SCC(=O)Nc2ccccc2Cl)nc(N2CCOCC2)n1 under BAZ2B inh: 79.4µM*
Value for COc1cccc(CNC(=O)Cn2nc(C)c([N+](=O)[O-])c2C)c1 under G9a inh: -94.9%

Continued.
SMILES | POLB inh | Pol eta inh | JMJD2A Tudor inh | APEX1 inh | Pol kappa inh | BAZ2B inh | BLM inh | Pol iota inh | G9a inh
C=CCS(=O)(=O)c1nc2ccccc2s1 | 14.2% | -16.9% | 6.7% | -0.4% | -13.7% | 19.6% | 2.4% | -12.2% | -43.5%
Cc1cc(=O)[nH]c(/N=C(\N)Nc2ccc(Oc3ccccc3)cc2)n1 | 0.4% | -20.5% | 4.2% | -2.2% | -2.6% | -8.9% | -3.1% | 84.4%[activator] | 19.7%[12.7 µM]
O=C(COC(=O)Cn1cnc2ccccc2c1=O)NNC(=O)c1ccc(Br)cc1 | . | 0.2% | -26.7% | -3.1% | -14.7% | . | . | -13.5% | .
NC(=O)C1CC(=O)N(c2ccc(OCc3ccc(F)cc3)cc2)C1 (stereo not given) | ? | -5.6% | -12.3% | -11.5% | 9.6% | -1.6% | -0.7% | -3.2% | -4.2%
Cc1ccc(NC(=O)CN(C)C(=O)c2cn(Cc3ccccc3)nc2-c2cccnc2)cc1 | . | -8.6% | -15.2% | 6.6% | -19.2% | -4.4% | . | 16.1% | ?
CCOc1cc(C2NC(=O)NC(C)=C2C(=O)OCc2ccccc2)ccc1O (stereo not given) | -0.3% | 0.8% | -12.9% | -2.2% | -2.7% | -26.2% | -21.8% | 0.5% | ?
CCCN(CC(=O)Nc1ccccc1OC)C(C)C(=O)NC(C)CCc1ccccc1 (stereo not given) | -2.6% | -10.0% | -7.0% | -12.1%[12.4 µM] | -22.3% | -9.6% | -0.7% | 12.3% | -4.4%[59 µM]
CCCC(=O)NCCCc1nc2ccccc2[nH]1 | 1.2% | -5.5% | 0.7% | -3.9% | -21.7% | -3.5% | -0.8% | 31.1%[activator] | -1.3%
CCn1c2ccccc2c2cc(/C=N/n3cnnc3)ccc21 | -23.3% | -8.5% | -18.3% | -3.7% | -7.9% | 1.7% | -3.4% | -11.3% | 12.8%[59 µM]
Cc1ccc2nc(C)cc(SCC(=O)N/N=C/c3ccco3)c2c1 | 39.8µM* | 8.4% | -24.1% | 1.8% | -13.5% | -30.5% | 4.7% | -15.7% | 1.6%
CCOC(=O)CSc1nnc(CNC(=O)c2ccc(OC)cc2)n1Cc1ccccc1 | 3.6% | -10.3% | -4.6%[57.1 µM] | -3.0% | -7.4% | 2.0% | -0.3% | 4.9% | 23.6%
CC1(C)Cc2c(sc3nc[nH]c(=O)c23)CO1 | 11.5% | -15.0% | -14.8% | -5.8% | 0.2% | -0.6% | -2.6% | 1.1% | -2.0%
Cc1onc(-c2ccccc2Cl)c1C(=O)N1CCN(C=O)CC1 | -0.1% | -6.2% | 6.0% | -0.8% | -6.8% | -0.1% | -0.6% | -7.8% | -10.7%[12.7 µM]
CCc1nn(CC(=O)NCc2ccco2)c(=O)c2cc3c(OC)cccc3n12 | 24.8% | -9.0% | -19.3% | . | 2.4% | -5.0% | -7.5% | 12.1% | -14.3%[59 µM]
C/C(=N/NC(=O)Cc1cc(=O)[nH][nH]1)c1ccc([N+](=O)[O-])cc1 | -2.1% | -13.7% | -3.3% | 7.2% | 3.7%[60.1 µM] | -26.0% | -8.0% | 37.6%[activator] | 23.3%[59 µM]
C=CCn1c(=O)c2c(nc(-c3ccc(S(=O)(=O)O)cc3)n2C)n(C)c1=O | 14.1%[57.1 µM] | -6.1%[57.1 µM] | ? | 1.0%&3.9% | -21.0%[60.1 µM] | . | . | 6.7%[58.9 µM] | 11.9µM*
O=C(Cn1cnc2ccccc2c1=O)NC1CCS(=O)(=O)C1 (stereo not given) | . | -16.6% | -12.4% | 14.0% | -4.7% | -0.8% | . | 37.4%[activator] | 9.7%[0.501 µM]
Oc1ccccc1C=NN1CCCCCC1 | . | -20.2% | 44.7µM* | . | -19.6% | . | . | 35.4%[activator] | .
CC1(C)CC(=O)C(N=Nc2ccc(OC(F)F)cc2)=C(O)C1 | 1.8% | -0.8% | -21.7% | 0.7% | -10.1% | -23.8% | -4.6% | 57.3%[activator] | -47.8%

Bioassay records deposited in PubChem BioAssay by National Center for Advancing Translational Sciences (NCATS).
